Source: PubChem BioAssay (National Center for Advancing Translational Sciences (NCATS))
TexasRed autofl – compounds fluorescent in Texas Red spectral region | AID 587 | Compound fluorescence, Texas Red channel, 547/618 nm; hits give high values | actives 0.06% (n = 59,000) | max dye-equivalent concentration, M; in the data active = max dye-equivalent concentration above about 10 nM; inconclusive = between about 1.1 nM and that limit
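Compound titrations in 100 mM Tris pH 8.0 were incubated 15 min at room temperature and read at 547 nm excitation / 618 nm emission. Texas Red six-point standard curve on each plate converted fluorescence to dye-equivalent concentration.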
BRCT PPI green – inhibitors of human BRCA1 BRCT-phosphoprotein interaction (green fluorophore). actives 0.05% (n = 75,000). P38398. AID 875. BRCA1 BRCT-phosphopeptide binding, green fluorescence polarization. Potency, µM (doses to about 76.9 µM), without a hit: at the top dose activity change, negative = inhibition, actives largely listed as inhibitors;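 also: potency is read from the fitted curve at half-maximal effect; plate controls were peptide without protein for full effect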
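Compounds were incubated for 12 min at room temperature with a complex of 100 nM fluorescein-tagged pBACH1 decapeptide and 250 nM His-tagged BRCT protein. Buffer was phosphate pH 7.3 with EDTA, DTT and Tween 20. Disruption of binding lowers the polarization signal.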
Casp7 inh – blocks human caspase-7 allosterically or competitively. actives 0.02% (n = 75,000). P55210. AID 889. recombinant caspase-7, Ac-DEVD-AFC fluorescence rate. Potency, µM (series often up to 57.5 µM), for inactives: top-dose activity change, negative = inhibition, most hits filed as inhibitors; active = well fitted inhibition curve with a large enough effect in the main read-out, with a control signal flat, not every such curve was filed as active; inconclusive = small, poorly fitted or top-dose-only effect, or a change in a side signal; also: potency is read from the fitted curve at half-maximal effect; % of control where 0% means no effect
Target sequence (P55210 24-198 limits assumed): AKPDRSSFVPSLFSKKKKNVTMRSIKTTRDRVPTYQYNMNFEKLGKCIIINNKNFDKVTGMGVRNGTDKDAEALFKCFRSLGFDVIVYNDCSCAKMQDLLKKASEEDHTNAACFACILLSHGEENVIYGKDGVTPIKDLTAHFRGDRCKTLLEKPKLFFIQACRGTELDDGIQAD
Target sequence (P55210 207-303 limits assumed): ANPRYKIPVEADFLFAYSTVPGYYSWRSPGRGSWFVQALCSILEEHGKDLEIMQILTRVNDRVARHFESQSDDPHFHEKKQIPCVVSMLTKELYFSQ
4MU fluor – compound fluoresces in the 4-MU spectral region; compound autofluorescence, 340/450 nm, 4-MU equivalents; hits give high values; max dye-equivalent concentration, M; actives 11% (n = 59,000); AID 589; in the data active = max dye-equivalent concentration above about 10 nM; inconclusive = mostly about 1.1 nM to 9.6 nM
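Compounds in 100 mM Tris, pH 8.0, sat 15 min at room temperature before fluorescence was read at 340 nm excitation/450 nm emission; a per-plate six-point 4-MU standard curve converted signals to dye-equivalent concentration at each compound concentration.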
HEK293 cAMP ctrl – parental HEK293 cAMP activation (counter-screen); parental HEK293 CNG cAMP sensor, membrane potential fluorescence; actives 2.5% (n = 73,000); Potency, µM (doses to about 57.1 µM), inactives show at the highest dose activation, most hits filed as activators; AID 938; also: potency is read from the fitted curve at half-maximal effect; % of control where 0% means no effect; nearly all actives have a fitted effect of over 55% in size
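Parental HEK 293 cells stably expressing a modified CNG channel (no TSHR) report cAMP rise as membrane depolarization. Membrane potential dye with 100 uM RO 20-1724 was loaded for 60 min at room temperature, then compound added for 30 min; fluorescence read at 590 nm.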
Caspase-1 inhib – allosteric or competitive inhibitors of human caspase-1; Potency, µM (titrated, usually from 57.5 µM), inactives show top-dose activity change, negative = inhibition, actives largely listed as inhibitors; AID 900; Caspase-1 enzyme, Ac-WEHD-AFC fluorogenic rate; P29466; actives 0.03% (n = 75,000);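 also: potency is read from the fitted curve at half-maximal effect; plate controls were vehicle for no effect and no substrate for full effect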
USP2a inh – inhibitors of human ubiquitin-specific protease USP2a; O75604; USP2a enzymatic assay, qHTS inhibition; AID 927; Potency, µM (doses to about 38.3 µM), for the others: at the top dose activity change, negative = inhibition, most hits filed as inhibitors; actives 0.1% (n = 60,000);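 also: potency is read from the fitted curve at half-maximal effect; nearly all actives have a fitted effect of over 60% in size; plate controls were DMSO for no effect and NEM full inhibition control for full effect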
Target sequence (O75604 whole entry, looked up): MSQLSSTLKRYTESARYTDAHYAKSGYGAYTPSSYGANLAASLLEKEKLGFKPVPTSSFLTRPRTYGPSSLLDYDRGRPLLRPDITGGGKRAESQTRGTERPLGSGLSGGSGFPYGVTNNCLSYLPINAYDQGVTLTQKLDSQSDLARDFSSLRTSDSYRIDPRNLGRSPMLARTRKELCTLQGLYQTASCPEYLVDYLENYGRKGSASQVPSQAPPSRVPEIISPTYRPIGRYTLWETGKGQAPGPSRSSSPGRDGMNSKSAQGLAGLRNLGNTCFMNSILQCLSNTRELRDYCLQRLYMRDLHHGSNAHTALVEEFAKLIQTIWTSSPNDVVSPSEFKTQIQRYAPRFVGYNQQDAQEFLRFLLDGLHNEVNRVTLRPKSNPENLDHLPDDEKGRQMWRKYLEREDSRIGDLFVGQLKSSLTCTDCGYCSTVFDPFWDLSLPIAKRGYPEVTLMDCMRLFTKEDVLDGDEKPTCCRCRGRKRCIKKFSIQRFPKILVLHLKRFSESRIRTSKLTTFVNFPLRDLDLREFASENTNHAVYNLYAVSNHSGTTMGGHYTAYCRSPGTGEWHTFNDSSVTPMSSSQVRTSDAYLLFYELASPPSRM
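Coupled readout: USP2-cleaved Ub-PLA2 (20nM final) turns over NBD C6-HPC (20uM final), Ex 460nm/Em 535nm after 2.5 h, time-zero read flagging artifacts. Enzyme (20nM final, pH 8.0 Tris) given 30 min RT with compound first; NEM defines full inhibition.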
Fluorescein autfl – compound fluoresces in the fluorescein spectral region; Compound autofluorescence, 480/540 nm, fluorescein-equivalent; hits give high values; max fluorescein-equivalent concentration, M; actives 0.91% (n = 59,000); AID 593; in the data active = max fluorescein-equivalent concentration above about 10 nM; inconclusive = between about 1.1 nM and that limit
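Each compound is tested across a concentration series in 100 mM Tris buffer at pH 8.0. After 15 min at room temperature, plates are imaged with 480 nm excitation and 540 nm emission filters, and intensities are converted to fluorescein-equivalent values.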
Rhodamine autofl – rhodamine region autofluorescence. Rhodamine-region fluorescence, 547/598 nm, Tris buffer; hits give high values. max dye-equivalent concentration, M. actives 0.05% (n = 59,000). AID 594; in the data active = max dye-equivalent concentration above about 11 nM; inconclusive = between about 1.1 nM and that limit
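Intensities are converted to rhodamine-equivalent concentration using a six-point rhodamine standard on each plate. Compounds sit 15 min at room temperature in 100 mM Tris buffer, pH 8.0; read uses the 547/598 nm excitation/emission pair.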
A350 autofl – A350 region autofluorescence. Compound autofluorescence, 340/450 nm, Alexa 350 dye-equivalents; hits give high values. max dye-equivalent concentration, M. actives 11% (n = 59,000). AID 590; in the data active = max dye-equivalent concentration above about 10 nM; inconclusive = mostly about 1.1 nM to 9.6 nM
BRCT inh red – inhibitors of human BRCA1 BRCT-phosphoprotein interaction (red fluorophore); P38398; BRCT-phosphopeptide binding, red fluorescence polarization; Potency, µM (top dose mostly 76.9 µM), for inactives: top-dose activity change, negative = inhibition, most hits filed as inhibitors; actives 0.03% (n = 75,000); AID 892; also: % is scaled to controls: 0 for no effect and ±100 for the full control effect
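Rhodamine-labelled pBACH1 10-mer (100 nM) bound to BRCT domain (100 nM) at pH 7.3; compounds incubated 12 min room temperature, polarization read. Free peptide defines full inhibition; unlabelled decapeptide titrated as control.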
Starred values were filed as active, the others as inactive; i = inactive; ? = inconclusive; . = not tested or not shown; & = joins results of further samples; [ ] = another dose, or the depositor's remark. Unless noted, calls follow the shape of the dose curve; as a rule, active = well fitted curve in the direction sought with a large enough effect; inconclusive = small, poorly fitted or top-dose-only effect, or another doubt; inactive = no such curve, though single readings can be large; an effect the other way counts as inactive or inconclusive. Only part of the results is shown; rates above refer to the full screens.

The line under a structure holds: TexasRed autofl | BRCT PPI green | Casp7 inh | 4MU fluor | HEK293 cAMP ctrl | Caspase-1 inhib | USP2a inh | Fluorescein autfl | Rhodamine autofl | A350 autofl | BRCT inh red
CCOC(=O)Cc1nnc2c(Nc3ccccc3F)nc3nonc3n12
 : i | -1.7% | 0% | i | ? | 1% | -1% | i | i | i | 0.0%
CCN1CCN(CNC(=O)c2cnccn2)CC1
 : i | -0.8% | -1% | i | 1% | 0% | -7% | i | i | i | -0.7%
CC(C(=O)O)c1cccc(C(=O)c2ccccc2)c1 (stereo unspecified)
 : i | -1.3% | -1%&-9% | ? | 13% | -1%&-6% | -1%&3% | i | i | ? | -0.2%&-0.6%
C=CC1=C(C(=O)O)N2C(=O)[C@@H](NC(=O)/C(=N\OCC(=O)O)c3csc(N)n3)[C@@H]2SC1
 : i | -0.6%[34.4 µM] | -1%[25.7 µM] | i | 5%[25.6 µM] | 1%[25.7 µM] | -1%[17.1 µM] | i | i | i | -0.8%[34.4 µM]
C=CCn1c(N)c(C(=O)NCc2ccco2)sc1=S
 : i | 0.5% | -2% | i | -7% | -1% | -3% | i | i | i | 0.8%
COC(=O)c1cc(=O)nc2sc(-c3cccs3)nn12
 : i | -2.1% | 1% | 5.6e-08M* | 0% | 0% | -3% | i | i | 5.9e-08M* | -1.4%
Cc1csc(OCc2ccc(C#N)cc2)n1
 : i | -1.4% | -1% | ? | 14% | 1% | -6% | ? | i | 1e-08M* | 0.8%
CCC[C@@H]1C[C@@]1(CCC)C(NC(=O)c1cccs1)c1ccc(Cl)cc1 (stereo partly specified)
 : . | 1.0% | 0% | . | ? | 1% | . | . | . | . | 0.2%
CCc1ccc(-c2nc(CN3CCC(C(=O)N4CCN(c5ccccc5)CC4)CC3)c(C)o2)cc1
 : i | -1.8% | 1% | i | 16% | -1% | 36%[activator] | i | i | i | 0.1%
Cc1cc(N(C)C)c(C#N)c(NCc2ccccc2)n1
 : ? | -0.2% | -1% | i | 29% | 0% | -6% | ? | i | i | 0.3%
COc1ccccc1-c1nnc(SCC(=O)Nc2ccccc2)o1
 : i | 1.8% | -1% | i | 7% | 0% | 6% | ? | i | i | -3.1%
CC(C)(C)N1C(=O)c2ccc(C(=O)NCc3ccco3)cc2C1=O
 : i | -1.4% | 0% | i | 1% | -1% | 6% | i | i | i | -0.3%
COc1ccc(OC)c(N/C(C)=C/C(=O)c2ccc(C)o2)c1
 : ? | -1.8% | 0% | i | -2% | 0% | 2% | i | i | ? | 0.9%
COC(=O)CC1=C(C(=O)OC)C(c2ccc3c(c2Cl)OCO3)C(C#N)=C(N)O1 (stereo unspecified)
 : i | . | . | i | . | . | . | i | i | i | .
CC1(C)CC(=O)C(CC(=O)NC(=O)NCc2ccccc2)=C(O)C1
 : i | -2.0% | 0% | i | 2% | 0% | 5% | i | i | i | 0.0%
CCOc1ccc2nc(NC3=NCN(CC4CCCO4)CN3)nc(C)c2c1 (stereo unspecified)
 : i | 0.9% | 1% | 5.6e-08M* | -1% | -1% | -6% | i | i | 7.5e-08M* | 1.1%
O=C(Nc1cccc(Cl)c1)Nc1ccc2c(c1)OCO2
 : i | 0.9% | -4% | i | -16% | -1% | 28% | i | i | i | -0.8%
CCN(CCNC(=O)C1CCN(Cc2nc(-c3ccc(Cl)cc3)oc2C)CC1)c1ccccc1
 : i | -0.5% | -1% | i | -50%[inhibitor] | -2% | 32%[activator] | i | i | i | -2.6%
CCCC1=C(C(=O)OCC)C(c2ccc(NC(C)=O)cc2)NC(=O)N1 (stereo unspecified)
 : i | 2.2% | -3% | 5.3e-08M* | 0% | 2% | -9% | i | i | 4.4e-08M* | -2.2%
COc1ccc(-c2cc(CCCC(=O)NCCc3cc(OC)ccc3OC)no2)cc1
 : ? | 1.0% | -2% | i | 32µM* | -2% | 11% | i | i | i | 0.1%
Cn1c(CCCNC(=O)c2ccccc2)nc2ccccc21
 : i | -2.7% | 1% | i | 3% | 0% | -2% | i | i | i | 0.0%
CCOc1ccc(Cl)cc1S(=O)(=O)n1cnc2ccccc21
 : ? | 0.9% | -1% | i | 19% | 1% | 10% | ? | i | i | 6.6%
COc1ccc(-c2nnc(SCC(=O)N3CCC(Cc4ccccc4)CC3)o2)cc1OC
 : i | 0.3% | -1% | i | ? | 0% | 60%[activator] | i | i | i | -0.5%
Cc1ccc(C)n1CCN1CCN(C(=O)c2ccco2)CC1
 : i | 0.5% | -5% | i | 8% | -2% | -6% | ? | i | i | -0.7%
COC(=O)/C=c1\sc2ncnn2c1=O
 : i | -6.1% | 0% | i | ? | 1% | -5% | ? | i | ? | 0.1%
CCCCCCn1c(NCC)nc2c1c(=O)n(C)c(=O)n2C
 : i | -1.5% | 0% | i | ? | -1% | -9% | i | i | i | -0.1%
Cc1oc(-c2cccc(Cl)c2)[n+]([O-])c1C
 : i | -1.6% | 0% | i | 6% | -1% | -6% | i | i | ? | 0.9%
CS[C@]12C(=O)C[C@]3(C)[C@@H](CC[C@@]3(O)C(=O)CO)[C@@H]1CCC1=CC(=O)CC[C@]12C
 : ? | -1.1%[15.4 µM] | -2%[11.5 µM] | i | -5%[11.4 µM] | -2%[11.5 µM] | . | i | i | i | 1.8%[15.4 µM]
Cc1nc2ccccc2c(=O)n1NC(=O)COc1ccccc1
 : . | -1.3% | -2% | . | 0% | -1% | -5% | . | . | . | -4.1%
CN1C(=S)SC(/[N+]([O-])=C\c2ccco2)C1(C)C (stereo unspecified)
 : i | 0.7% | 0% | i | 6% | -1% | 3% | i | i | i | 0.8%
COc1ccc(NC(=O)c2oc3ccccc3c2C)c(OC)c1
 : . | -1.3% | -1% | . | ? | -2% | -2% | . | . | . | -0.1%
O=C(O)c1coc2ccccc12
 : i | -0.1% | -1% | i | 3% | 1% | -8% | i | i | i | 0.5%
Cc1ccc(-c2c(C)c(-c3ccc(F)cc3)nc(N)c2C#N)o1
 : i | -3.1% | -1% | i | 19% | -1% | 5% | ? | i | i | 0.8%
COC(=O)c1cc(=O)nc2sc(-c3ccccc3)nn12
 : ? | -3.0% | -3% | i | -4% | 0% | -2% | i | i | ? | 0.4%
CC(=O)OC1CC(O)C(C)(C)C2CC(OC(C)=O)[C@]3(C)C(CC[C@@]4(C)C(c5ccoc5)OC(=O)C5OC534)[C@]12C (stereo partly specified)
 : . | -3.1% | 2% | . | . | 1% | 45%[activator] | . | . | . | 0.1%
Oc1cc(O)c2c(c1)O[C@H](c1ccc(O)c(O)c1)[C@@H](O)C2
 : i | -0.9% | 0% | i | 2% | 0% | . | i | i | i | -0.3%
O=C(CC1Sc2ccccc2NC1=O)Nc1cccc(C(=O)O)c1 (stereo unspecified)
 : . | -1.6% | 1% | . | 2% | -3% | . | . | . | . | 0.4%
CNC[C@H](O)[C@H](O)[C@H](O)[C@H](O)CO
 : i | -1.9%[34.4 µM] | 0%[25.7 µM] | i | -5%[25.6 µM] | -3%[25.7 µM] | 4%[17.1 µM] | ? | i | i | 1.3%[34.4 µM]
COc1ccccc1-n1c(SCC(=O)N2CCCCC2)nc2cccnc21
 : i | -0.3% | 0% | i | 10% | 0% | 3% | i | i | i | -0.7%
COC(=O)C/C=C\[C@@H](C)[C@@H]1C=C[C@H](OC(C)=O)[C@H](COC(C)=O)O1
 : . | -1.1%[15.4 µM] | 2%[11.5 µM] | . | 2%[11.4 µM] | -1%[11.5 µM] | . | . | . | . | 2.3%[15.4 µM]
CCC(=O)Nc1c2c(nn1-c1cccc(Cl)c1)CSC2
 : . | -1.1% | -2% | . | 14% | 1% | . | . | . | . | -2.5%
O=C(c1n[nH]c(=O)c2ccccc12)N1CCN(c2ccccc2Cl)CC1
 : i | -4.5% | -1% | i | 17% | 0% | 22% | ? | i | i | -3.2%
Cc1nc(CCNC(=O)c2ccccc2)cs1
 : i | -2.1% | -1% | i | 1% | 0% | 2% | i | i | i | -0.4%
Cc1ccccc1N1C(=O)C(Cl)=C(N2CCN(c3ccccc3)CC2)C1=O
 : . | -0.1% | -12% | . | 9% | -8% | 4% | . | . | . | -0.4%
CCn1c(=O)n(CC(=O)NC2CCCC(C)C2C)c(=O)c2ccccc21 (stereo unspecified)
 : i | -1.7% | -1% | i | 25µM* | 1% | 22% | i | i | i | 2.1%
CC1(C)Cc2nc3sc4c(SCC(=O)NCc5ccco5)ncnc4c3cc2CO1
 : ? | 2.7% | -3% | i | 6% | -3% | 46%[activator] | i | i | i | -1.5%
c1ccc2c(c1)nc(N1CCN(C3CCCCC3)CC1)c1nnnn12
 : i | -1.7% | -1% | i | ? | -2% | 4% | ? | i | ? | -1.4%
C=CCOc1cccc(C2/C(=C(/O)c3ccc(C)cc3)C(=O)C(=O)N2CCN2CCOCC2)c1 (stereo unspecified)
 : ? | -0.1% | -2% | i | 17% | -4% | 30% | i | i | i | 0.5%
CCCCN1C(=O)c2ccc(C(=O)Nc3c(N)n(CCCC)c(=O)n(C)c3=O)cc2C1=O
 : i | -1.9% | 7% | i | 5% | 1% | 17% | ? | i | ? | -1.0%
